CAL PDZ FP-1 = inhibitors of human CAL PDZ peptide binding. AID 504414. Q9HD26. inhibition, % at 20 µM. purified CAL PDZ, TMR-peptide fluorescence polarization, 1 h. 0.02% of 330,000 active;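 active means highest replicate inhibition of at least 40%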;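 further: plate controls were DMSO neutral control wells for no effect and unlabeled competitor peptide control wells for full effect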
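Control set: unlabelled peptide and DMSO controls / Material: purified CerCALP PDZ construct / Timing: 1 h incubation at room temperature before polarization reading / Doses: 20 µM, one dose / Detection: fluorescence polarization (mP)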
DAGLB inh = diacylglycerol lipase beta (human) inhibition; Q8NCG7; 0.059% of 340,000 active; inhibition, % at 5.17 µM; HEK293T DAGLB membrane lysate, EnzChek fluorogenic substrate; in the data active means inhibition above about 34%;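 further: 0% = enzyme with vehicle and 100% = wells lacking enzyme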
CAL PDZ FP-2 = inhibitors of human CAL PDZ peptide binding; purified CAL PDZ, TMR-peptide fluorescence polarization, 1 h; inhibition, % at 24.9 µM; 0.92% of 300,000 active; AID 602252;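 active means mean inhibition of at least 30% with at least half of replicates also reaching 30%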;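 further: 0% = DMSO neutral control and 100% = excess unlabeled competitor peptide PRC23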
Arr AP2 block = blocks beta-arrestin peptide binding to AP2 adaptin; FITC-arrestin peptide / GST-AP2 beads, flow cytometry; AP2 beta2 appendage carries R879A mutation; 0.31% of 340,000 active; inhibition, % at 10 µM; AID 504490;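 active means inhibition above a set limit, near 3 SD of compounds lacking own fluorescence, cut at about 54% in these data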;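 further: plate controls were DMSO wells for no effect and 5 µM unlabelled arrestin peptide for full effect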
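Material – AP2 appendage R879A on GSH beads · Buffer or medium – PBS with 0.05% Tween 20 and 0.1% BSA · Probe or stimulus – fluorescein-tagged arrestin peptide at 50 nM final · Incubation – compound with beads 12 min RT, then probe 1 h RT · Detection – high-throughput flow cytometry of beads, ex 488, em 535 nm · Evaluation – percent response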
DSG3 Ab inh = inhibitors of pemphigus antibody binding to human desmoglein-3; P32926; DSG3-coupled beads, scFv-anti-DSG3-GFP binding, flow cytometry; hits give low values; binding (percent of control), % at 10 µM; 0.48% of 310,000 active; AID 588358;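 active means binding more than 3 SD below its plate's average and above zero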;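 further: hits lower antibody fragment binding to DSG3; some compounds called inactive have numbers as strong as hits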
Keap1-Nrf2 PPI = inhibitors of human Keap1-Nrf2 protein-protein interaction | Keap1 Kelch-Nrf2 peptide fluorescence polarization, 1536-well | inhibition, % at 9.4 µM | 0.15% of 340,000 active | AID 504523; in the data active means inhibition above about 12%;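 further: human Keap1 Kelch domain with fluorescein labeled Nrf2 9mer peptide probe; 0% = neutral control wells and 100% = peptide positive control; higher means more block of Keap1 binding to Nrf2 peptide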
V-ATPase pH = yeast V-ATPase proton transport regulation by pHLuorin; response, % at 10 µM; AID 504577; S. cerevisiae, pHLuorin cytosolic pH fluorescence; 0.37% of 350,000 active; in the data active means response mostly above about 7.3%, no sharp cut-off; inactive means mostly below about 5.4%; further: actives read high; inactives centre near 0; some compounds called inactive have numbers as strong as hits
LANA DNA inh = KSHV C-LANA DNA binding inhibition; inhibition, % at 9 µM; 0.078% of 340,000 active; MBP-C-LANA/FAM-LBS DNA binding, fluorescence polarization;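 active means highest replicate inhibition at or above 60% at 9 µM, even if other replicates fall short; inactive means all replicates below 60% inhibition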;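 further: 0% = neutral control wells and 100% = 4 µM acridine orange control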
NSD2 inh = inhibitors of human histone methyltransferase NSD2. inhibition, % at 12.5 µM. NSD2 peptide methylation, AlphaScreen, 120 min. O96028. 0.54% of 310,000 active; in the data active means inhibition above about 50%
Target sequence (O96028 whole entry, looked up): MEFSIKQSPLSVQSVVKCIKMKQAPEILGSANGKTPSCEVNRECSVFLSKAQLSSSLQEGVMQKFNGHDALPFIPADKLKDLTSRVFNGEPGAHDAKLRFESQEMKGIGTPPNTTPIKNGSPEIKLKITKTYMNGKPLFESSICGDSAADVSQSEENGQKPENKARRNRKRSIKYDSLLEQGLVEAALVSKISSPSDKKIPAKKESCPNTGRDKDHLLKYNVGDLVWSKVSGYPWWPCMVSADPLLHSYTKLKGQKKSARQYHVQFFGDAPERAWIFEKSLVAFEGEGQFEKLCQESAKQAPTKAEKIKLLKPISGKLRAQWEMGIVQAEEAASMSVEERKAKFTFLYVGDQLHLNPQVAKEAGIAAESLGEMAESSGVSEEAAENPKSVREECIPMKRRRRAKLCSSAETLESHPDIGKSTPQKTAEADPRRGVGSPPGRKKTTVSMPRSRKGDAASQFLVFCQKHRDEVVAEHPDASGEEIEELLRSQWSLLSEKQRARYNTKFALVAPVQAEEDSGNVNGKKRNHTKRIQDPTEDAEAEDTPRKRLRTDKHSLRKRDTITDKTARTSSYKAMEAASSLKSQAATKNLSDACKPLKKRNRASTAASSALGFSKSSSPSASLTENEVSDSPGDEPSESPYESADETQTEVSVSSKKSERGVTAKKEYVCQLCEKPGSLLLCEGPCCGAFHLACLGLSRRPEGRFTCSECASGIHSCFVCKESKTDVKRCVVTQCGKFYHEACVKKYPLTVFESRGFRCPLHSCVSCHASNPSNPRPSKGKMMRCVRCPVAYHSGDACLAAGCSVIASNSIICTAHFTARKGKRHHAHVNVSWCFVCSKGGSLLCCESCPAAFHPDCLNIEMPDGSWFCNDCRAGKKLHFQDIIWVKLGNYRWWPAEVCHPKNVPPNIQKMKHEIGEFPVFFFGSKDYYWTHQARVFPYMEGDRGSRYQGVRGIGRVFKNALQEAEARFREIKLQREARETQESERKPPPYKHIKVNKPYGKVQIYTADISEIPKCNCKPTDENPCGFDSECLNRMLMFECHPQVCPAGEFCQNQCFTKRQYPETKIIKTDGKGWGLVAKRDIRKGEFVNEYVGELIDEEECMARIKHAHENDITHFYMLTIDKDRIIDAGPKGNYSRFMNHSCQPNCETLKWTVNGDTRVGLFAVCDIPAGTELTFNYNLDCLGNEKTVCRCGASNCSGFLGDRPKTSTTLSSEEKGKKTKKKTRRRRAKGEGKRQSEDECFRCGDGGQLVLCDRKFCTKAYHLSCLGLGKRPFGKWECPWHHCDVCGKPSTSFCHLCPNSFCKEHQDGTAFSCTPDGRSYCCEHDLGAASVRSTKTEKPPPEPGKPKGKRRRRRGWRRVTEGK
Cardiac RTF inh = cardiac RTF calcium desensitization | P19429+P45379 | IANBD-labeled cardiac RTF, Ca2+ fluorescence | inhibition, % at 7.15 µM | 0.12% of 340,000 active;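 active means inhibition above the mean inhibition of all tested compounds plus 3 SD, cut at about 17% in these data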;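 further: assay run at fixed EC70 calcium of 1.6 mM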
Starred values were filed as active, the others as inactive; · = not tested or not shown. Not all compounds are listed (hit frequency here may not be typical).

SMILES	CAL PDZ FP-1	DAGLB inh	CAL PDZ FP-2	Arr AP2 block	DSG3 Ab inh	Keap1-Nrf2 PPI	V-ATPase pH	LANA DNA inh	NSD2 inh	Cardiac RTF inh
CCOc1ccc2nc(NCCCNS(=O)(=O)c3ccc(C)cc3)c(C#N)cc2c1	-0.5	-3	·	6	96	1	3	1.2	1	-10
Cc1ccc(C(=O)N/C(=C/c2cccnc2)C(=O)N2CCCCCC2)cc1	0.0	1	-4	-4	98	-3	2	-1.1	-7	1
O=C(CCSc1ccc(Cl)cc1)N1CCOCC1	-0.5	-2	-1	-10	·	1	-2	-1.3	-3	5
Cn1c(SCC(=O)Nc2ccc(N3CCOCC3)cc2)nnc1-c1ccco1	-1.0	0	3	21	98	0	-4	-0.7	-4	-2
CCNC(=S)Nc1ccc(OCc2nc3ccccc3s2)cc1	-1.4	1	-2	0	91	-4	2	0.7	3	2
Cc1nccn1CC(O)COC1CCCCC1 (configuration not stated)	-1.9	3	0	6	105	-3	-4	-0.6	8	1
CC1CCC2(CC1)SCC(=O)N2c1ccc(F)cc1 (configuration not stated)	-1.3	-3	1	40	·	0	2	-0.5	-1	-4
O=c1c2ccccc2[nH]c(=S)n1Cc1ccc2c(c1)OCO2	-0.3	0	-6	-5	101	-7	0	-0.4	·	2
Cc1ccccc1/C=C1\Sc2ccc(C(=O)N3CCN(c4ccccn4)CC3)cc2N(C)C1=O	-2.4	-1	-1	-10	99	-1	7	-1.0	·	-4
CCN(CC)S(=O)(=O)c1ccc(-c2ccc(S(=O)(=O)N(CC)CC)cc2)cc1	-1.1	-4	1	3	99	-2	2	-2.4	5	-9
Cc1nn(C)c(C)c1S(=O)(=O)N(CC(=O)N1CCc2ccccc21)c1ccc(C(C)C)cc1	-0.5	0	·	-1	102	3	-1	0.2	·	-2
Cc1cc(=O)c2c(C)ccc(C)c2[nH]1	0.0	0	-7	0	88	-2	1	1.4	1	-11
O=C(NCCc1ccccc1O)c1cc2c(cc1[N+](=O)[O-])OCO2	-0.3	-2	-3	26	103	2	-3	8.3	-1	-1
CNC(=O)c1cc2cc(Br)ccc2s1	-2.4	-3	-2	5	114	·	-2	·	-1	1
CCc1c(C)sc(NC(=O)c2cc(-c3ccco3)on2)c1C#N	-1.3	-1	-4	0	98	0	0	1.2	13	0
Cc1cccc(C)c1N1CCN(S(=O)(=O)N2CCOCC2)CC1	-0.9	-7	-2	-5	110	-2	1	3.1	-12	-9
O=C(CC1NCCN(Cc2ccccc2)C1=O)Nc1ccccc1 (configuration not stated)	0.7	·	-1	13	96	1	0	-0.7	-2	·
Cc1nnc(SCC(=O)Nc2ccc(S(=O)(=O)N3CCCCC3)cc2)s1	-1.2	0	-1	-6	106	-4	-1	-1.1	-1	-7
Cc1noc(C)c1CCC(=O)O	0.4	-1	1	5	101	-2	1	1.1	1	0
O=C(COC(=O)C1CC1)Nc1ccc(N=Nc2ccccc2)cc1	-0.1	18	0	8	·	-3	-2	3.7	0	-3
CC1(C)CC(=O)C2=C(C1)OC(N)=C(C#N)C21C(=O)N(Cc2ccccc2Cl)c2ccccc21 (configuration not stated)	0.0	2	2	22	96	-1	4	0.0	-1	-2
Cc1ccc(S(=O)(=O)N2CCN(C(=O)COC(=O)/C=C/c3ccccc3)CC2)c(C)c1	0.1	-5	-1	4	93	-1	2	0.8	-4	4
COC(=O)c1cc2c(=O)c3ccccc3oc2nc1C	-2.0	-1	-5	12	103	0	3	0.7	-2	-2
COCCN(C(=O)c1ccccc1OC)c1nnc(C)s1	0.9	-2	5	-3	93	0	2	1.8	-10	6
Cc1cccc(NC(=O)/C(C#N)=C\c2cc(C)n(-c3ccc(C(=O)O)cc3)c2C)c1	-3.9	3	-5	-7	100	-1	0	2.9	1	1
COc1ccc(CCNC(=O)c2ccc(NS(=O)(=O)c3c(C)noc3C)cc2)cc1OC	-2.2	-1	-5	-5	98	8	0	-0.2	-1	0
O=S(=O)(c1ccccc1S(=O)(=O)N1CCCCC1)N1CCCCC1	-0.5	2	·	4	101	0	-1	0.2	-5	-9
CC(=O)NN1C(=O)c2ccccc2NC1c1ccccc1 (configuration not stated)	0.0	-1	0	-10	89	-1	2	-0.2	-2	-10
C[C@@H]1CC=C[C@H]2[C@H]1C(=O)N(Cc1ccccc1)[C@H]2c1ccoc1	1.8	0	-1	-3	99	0	-1	-1.1	·	-8
O=C(CNC(=O)c1ccc(Cl)cc1)OCC(=O)N1CCCC1	0.5	0	-2	2	101	-1	-2	-0.5	1	4
Cn1c(=O)[nH]c(=O)c2c1nc(Br)n2CCCCSc1nc2ccccc2o1	-2.9	1	-2	3	101	-8	-3	1.9	-4	-7
Cn1cc(S(=O)(=O)N2CCCC2)cc1C(=O)NCc1ccc(F)cc1	-0.8	-1	·	5	98	-6	-5	-0.7	·	-6
COc1cccc(CNS(=O)(=O)c2ccc3c(c2)NC(=O)CS3)c1	-0.4	1	1	3	97	1	-3	-2.1	-3	-6
O=[N+]([O-])c1ccc(Cl)c(/C=N/N2CCN(C3c4ccccc4-c4ccccc43)CC2)c1	0.2	0	0	-7	109	-3	0	1.9	·	-3
Cn1cnnc1SCC(=O)Nc1ccc(OC(F)F)cc1	-0.2	0	·	-2	97	2	-3	1.1	-2	-10
N=NC(=O)c1ccccc1Nc1c(O)[nH]c2ccccc12	-0.4	5	-1	5	94	-4	2	-1.4	·	0
Cc1cccc(-n2cnc(C(=O)NNC(=S)Nc3ccccc3)c2)n1	0.3	0	·	-22	97	0	1	0.1	-16	-5
CCOC(=O)c1c(C)nc2sc(C(=O)Nc3ccccc3)c(N)c2c1-c1ccc(OC)cc1	-0.9	-9	-2	5	88*	-3	3	-0.7	·	-2
COc1ccccc1N(C)S(=O)(=O)c1ccc(C)c(C(=O)NC(C)c2ccccn2)c1 (configuration not stated)	-2.1	-2	·	-4	91	-5	3	-0.7	1	4
COC(=O)CCC(=O)NNC(=O)CCCOc1ccc(Cl)cc1Cl	0.5	1	·	-3	101	-4	4	-0.8	25	3
CCC(C)NC(=O)CN1C(=O)NC2(CCc3ccccc3C2)C1=O (configuration not stated)	0.0	-2	-4	36	109	0	-6	0.8	-11	-3
COc1c(S(=O)(=O)NCCN2CCOCC2)ccc(Cl)c1Cl	-0.3	2	-5	31	97	1	-1	-1.8	3	4
CNc1nc(-c2ccc3c(c2)CCN3S(=O)(=O)c2ccccc2)c(C)s1	0.8	-2	7	30	96	-3	0	0.1	17	-5
CN1CCc2c(sc(/N=C/c3c[nH]c4ccccc34)c2C(N)=O)C1	·	·	·	-2	116	·	-1	·	16	·
O=C1CN(C(=O)c2ccc3nc(Cc4cccc(Cl)c4)oc3c2)CCN1	-0.5	2	-4	22	102	-2	-4	-0.9	3	1
O=C(CCc1nc2cccnc2n1Cc1ccccc1)N1CCOCC1	-0.7	-1	12	-1	·	0	-2	-0.8	1	-15
CC(=O)N/C(=C\c1cccc([N+](=O)[O-])c1)C(=O)NC(C)C	-0.7	0	-4	-8	114	4	-3	0.9	-1	-8
Cc1ccc(N/C(CSC(N)=O)=N\S(=O)(=O)c2ccc(C)cc2)cc1	-0.3	1	-5	5	·	1	7	-1.3	0	2
C/C(=N/NC(=O)CNC(=O)c1ccccc1F)c1ccc2c(c1)CCCC2	-0.3	-1	-4	-45	102	3	-1	0.6	1	-6
CCOC(=O)CC1(CC(=O)OCC)NC(=O)c2c(C)sc(C(=O)OCC)c2N1	-0.8	-2	-3	-17	106	-1	1	0.2	27	6
Clc1ccc(-c2noc(CN3CCN(c4ccccc4)CC3)n2)cc1	-2.1	-8	-2	-3	117	0	-1	-1.3	0	3
CC(=O)NN1C(=O)c2ccccc2NC1c1ccc(N(C)C)cc1 (configuration not stated)	-0.2	0	-2	7	89	1	-1	-0.1	-1	-9
COc1ccc([C@@H]2C=C(C(=O)O)O[C@H](OCCCCO)C2)cc1	-1.3	1	3	-5	106	-11	0	1.5	·	10
CCN(CC)c1ccc(NC2CC(=O)N(CCc3ccc(OC)cc3)C2=O)cc1 (configuration not stated)	-0.3	11	2	9	89	-5	4	4.3	·	-14
Cc1ccc(NS(=O)(=O)c2ccc(-n3cccn3)cc2)nc1	-2.5	-6	-4	-5	105	-5	-2	2.0	5	-3
CC(=O)c1cccc(N(CC(=O)NC2CCCCC2)C(=O)Cn2nnc(-c3ccccc3)n2)c1	-0.3	-1	-5	3	117	1	3	0.8	39	13
CCOc1ccc(N(C)S(=O)(=O)c2ccc3[nH]cc(C(=O)NCCOC)c(=O)c3c2)cc1	-1.2	-1	-5	9	94	-4	-2	-3.7	-1	-9
C#CCOC(=O)Nc1cnccc1C(F)(F)F	0.5	-1	·	-12	112	-1	-1	2.9	0	-4
Cc1ccc(N/C=C/C(=O)C(C)(C)C)c(O)c1	-2.3	-2	-3	28	120	-3	-3	-0.3	12	1
COc1ccc(C2CC(c3ccc(Cl)c(Cl)c3)Nc3nc(N)nn32)cc1 (configuration not stated)	0.2	7	·	16	104	0	3	0.3	·	-2

The list continues:
SMILES	CAL PDZ FP-1	DAGLB inh	CAL PDZ FP-2	Arr AP2 block	DSG3 Ab inh	Keap1-Nrf2 PPI	V-ATPase pH	LANA DNA inh	NSD2 inh	Cardiac RTF inh
CC(C)=CC(=O)OCC(=O)Nc1cc([N+](=O)[O-])ccc1F	0.1	1	-3	18	99	-2	0	2.2	3	2
Cc1cc(C)n2nc(-c3cccnc3)nc2n1	-0.6	-2	4	-4	112	1	1	-0.2	-2	-16
COc1ccc(CNC(=O)CCn2c(C)csc2=O)cc1	-0.6	1	6	-1	95	-2	1	-1.0	2	-4
COc1cc(NC2c3ccccc3C(=O)N2c2cc(C)ccn2)cc(OC)c1OC (configuration not stated)	-0.6	-1	·	6	101	-1	3	1.3	·	-9
COc1ccc(CC(=O)NCCc2ccc(S(N)(=O)=O)cc2)cc1	-2.4	3	0	24	105	0	-2	1.6	-1	-8
NC(=O)C1CCN(C(=O)NC2CC(=O)N(c3ccc4c(c3)OCCO4)C2)CC1 (configuration not stated)	0.2	2	-3	0	100	2	-1	0.6	0	5
CCn1c(SCC(=O)Nc2cccnc2Cl)nnc1-c1ccccc1	-0.5	3	-8	-5	100	-5	-2	0.5	-2	2
O=C1ON=C(c2ccc(Cl)c([N+](=O)[O-])c2)/C1=C/c1cccc([N+](=O)[O-])c1O	0.6	0	-3	-15	112	2	1	-1.0	4	-1
CCOc1ccccc1NC(=O)Nc1ccc(OC)nc1	0.2	-3	-3	24	97	10	-3	15	4	-13

Complete entries, quoted from the list. Order of screens: CAL PDZ FP-1, DAGLB inh, CAL PDZ FP-2, Arr AP2 block, DSG3 Ab inh, Keap1-Nrf2 PPI, V-ATPase pH, LANA DNA inh, NSD2 inh, Cardiac RTF inh
O=C1ON=C(c2ccc(Cl)c([N+](=O)[O-])c2)/C1=C/c1cccc([N+](=O)[O-])c1O across the screens: 0.6, 0, -3, -15, 112, 2, 1, -1.0, 4, -1
Cc1cc(C)n2nc(-c3cccnc3)nc2n1 across the screens: -0.6, -2, 4, -4, 112, 1, 1, -0.2, -2, -16
CCn1c(SCC(=O)Nc2cccnc2Cl)nnc1-c1ccccc1 across the screens: -0.5, 3, -8, -5, 100, -5, -2, 0.5, -2, 2

Screens from PubChem BioAssay.
